Bioassay records (PubChem BioAssay)
NPYLR7 agonist – mosquito NPYLR7 agonism | HEK293T NPYLR7/Galpha15, GCaMP6s calcium fluorescence | activation, % at 10 µM | 270,000 tested, 0.15% active | AID 1259423; in the data active = activation above about 40%;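 note: 0% = vehicle and 100% = reference agonist at the receptor; some compounds past the cut are filed as inactive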
hcGAS inh – human cGAS inhibition. 290,000 tested, 0.081% active. recombinant h-cGAS, ATP depletion, Kinase-Glo luminescence. AID 1259398. inhibition, % at 12.5 µM;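 note: 0% = vehicle reaction and 100% = reaction without DNA for no activity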
Target sequence (Q8N884 whole entry, looked up): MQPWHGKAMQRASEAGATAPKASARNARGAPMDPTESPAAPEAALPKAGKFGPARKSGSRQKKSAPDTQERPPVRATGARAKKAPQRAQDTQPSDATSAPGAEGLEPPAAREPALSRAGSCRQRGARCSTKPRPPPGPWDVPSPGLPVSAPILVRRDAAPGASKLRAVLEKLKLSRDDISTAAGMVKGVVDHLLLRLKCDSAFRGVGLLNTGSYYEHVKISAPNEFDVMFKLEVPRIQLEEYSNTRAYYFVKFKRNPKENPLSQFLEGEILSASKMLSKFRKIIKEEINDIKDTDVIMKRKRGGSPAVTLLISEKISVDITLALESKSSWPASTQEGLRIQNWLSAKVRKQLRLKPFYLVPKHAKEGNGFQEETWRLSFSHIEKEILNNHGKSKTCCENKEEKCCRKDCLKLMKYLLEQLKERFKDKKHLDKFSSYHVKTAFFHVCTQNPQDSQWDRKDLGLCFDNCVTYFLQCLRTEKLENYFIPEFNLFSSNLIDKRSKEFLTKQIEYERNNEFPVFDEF
mcGAS inh – blocks mouse cGAS activity; Q8C6L5; recombinant cGAS, Kinase-Glo ATP depletion luminescence; 160,000 tested, 0.15% active; AID 1259399; inhibition, % at 12.5 µM;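 note: 0% = negative control wells and 100% = reference inhibitor with no enzyme activity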
An asterisk follows results filed as active; . = no result given; & = joins results of further samples. Cut-off read from the data, not from the text of the source, unless noted: active = inhibition above about 40%; inactive = the rest.

Value order: hcGAS inh, mcGAS inh, NPYLR7 agonist
- C#CCOCC(O)CN(CCOC)Cc1ccccc1OC (stereo not given)
    -11.1, -5.3, 22.5
- CCN(CC)C(=O)Oc1ccc2c(ccn2Cc2cc(C)cc(C)c2)c1NS(=O)(=O)c1ccc(C)cc1OC
    -3.5, -4.9, -0.6
- C[C@@H](NC(=O)c1ccc(-n2nc(-c3ccc(Cl)cc3)cc2N)cc1)C(C)(C)C
    -2.9, -2.5, 25.7
- CCc1nc(NC(=O)CN2CCCN(Cc3ccc(Cl)cc3)CC2)sc1C
    -11.1, ., 3.8
- CC(C)(C)n1ncc2c(=O)n(NC(=O)c3ccc(Br)o3)cnc21
    -9.4, ., 2.8
- O=C(NCC1CCCN(Cc2ccccn2)C1)c1ccc(-c2ccccc2)cc1 (stereo not given)
    -6.5, ., 3.1
- COc1cc2nc(/C(Cl)=C/c3cnc(C4CCCCC4)s3)[nH]c(=O)c2cc1OC
    -12.8, -12.9, 1.3
- NC(=O)NC(CC(=O)Nc1ccc(F)c(F)c1)c1ccc(Br)cc1 (stereo not given)
    -11.6, ., 6.3
- CCc1nc2ccc(C(=O)N(C)Cc3ccco3)cn2c1N(C=O)CCC(C)C
    -6.8, -0.8, -6.4
- CCN1CCCC(Nc2cc(C)nc3nc(C(F)(F)F)nn23)C1 (stereo not given)
    -4.8&-0.9, ., -4.7&-1.7
- COc1ccccc1OCc1nc(CN(C(=O)C2CC2)C2CC2)cs1
    -4.5, -5.8, 24.3
- CCCN1CCC(=NNc2ccc(C)c(Cl)c2)CC1
    -5.0, ., 0.7
- CCOCCCn1c(=NC(C)=O)c(C(=O)OCC)cc2c(=O)n3ccccc3nc21
    -3.9, ., -2.0
- CCOC(=O)C1CCCN(C(=O)CC(c2cc(OC)cc(OC)c2)c2cn(CC)c3ccccc23)C1 (stereo not given)
    -12.8, -9.9, .
- O=c1c2c(nc(SCc3ccccc3)n1-c1ccc(Cl)cc1)CCS2
    -3.9, -7.1, 1.0
- CSc1ccc(CN(C(=O)[C@H](N)c2ccccc2)C2CC2)cc1
    -6.6, ., -0.5
- Cc1ccc(S(=O)(=O)N2CCN(C(=O)NC3CC3)CC2)c(C)c1
    -6.8, ., -1.5
- COc1ccc(C)c2sc(N(CCCN3CCOCC3)C(=O)c3cccc([N+](=O)[O-])c3)nc12
    -4.7, -4.3, 1.4
- CCCCn1nc(C(=O)NCCCOCC2CC2)c2ccccc2c1=O
    -2.2, ., -5.0
- CC1CCCN(C(=O)CCNC(=O)c2ccc(C(C)(C)C)cc2)C1 (stereo not given)
    -13.1, ., 4.7
- COC(=O)CCCC(=O)N1CCN(c2nccc(-c3ccc4c(c3)OCO4)n2)CC1
    -6.7, -7.9, -8.3
- CCOc1c(Cl)cc(Cl)cc1CNc1nnnn1C
    -3.0, ., 13.0
- NCc1ccccc1CS(=O)(=O)N1CCCC1
    7.9, -2.6, 8.0
- CCCN1C(=O)C(CCC(=O)NCc2ccccc2F)NC(=O)c2ccccc21 (stereo not given)
    -2.6, ., 0.8
- Cc1ccc(C)c(C(=O)N2CCCC(Cn3cc(C(C)(C)N)nn3)C2)c1 (stereo not given)
    -3.5, ., 16.2
- C=CCCC(O)CN(Cc1c(CC)nn(-c2ccccc2)c1Oc1cccc(OC)c1)CC1CC1 (stereo not given)
    -5.6, -3.4, 7.6
- COC(=O)c1cc2n(n1)CCCN(C(=O)c1sccc1NC(C)=O)C2
    -0.3, ., 21.4
- CC(C)SC(NC(=O)OCc1ccccc1)C(=O)NCc1cccc(OC(F)(F)F)c1 (stereo not given)
    -2.9, -5.6, -6.2
- O=C(NCCc1ccccc1F)NCc1ccc(NC(=O)C2CC2)cc1
    -8.5, ., 5.9
- CC(C)Sc1ccc(N(C)CC(=O)NC2CC2)nn1
    -5.7, -16.8, 5.3
- COc1ccc(N2C(=O)CN(C(=O)c3ccccc3SC)CC2(C)C)cc1
    -7.3, -26.9, 6.0
- CCCN(CC(=O)NC(=O)NCC)C(C)c1ccc(Cl)c(Cl)c1 (stereo not given)
    -5.3, ., -1.6
- c1ccc2c(c1)nc1n2CN(Cc2ccc3c(c2)OCO3)CN1
    -7.4, ., 10.8
- CCc1nc2ccccc2n1CC(=O)N1CCC(CCN(C)C)CC1
    -6.5, ., 1.6
- Cc1noc(C)c1C(=O)NC1CCCN(c2ccccc2Cl)C1=O (stereo not given)
    -8.8, -6.4, 3.6
- COc1ccccc1C1c2cccn2CCCN1CCC(C)C (stereo not given)
    -6.8, -5.2, 8.8
- CCN1CCN(c2nc3c(C)cccn3c(=O)c2C=C2SC(=S)N(Cc3ccco3)C2=O)CC1
    -2.3, -6.1, 10.7
- Cc1n[nH]c(C)c1CCC(=O)Nc1ccc(F)c(Cl)c1
    -8.0, ., 1.6
- CNc1nn(CC(=O)NCc2ccc(Cl)cc2)c(N)c1-c1nc(-c2ccc(Cl)cc2)no1
    -2.2, -7.0, .
- COC[C@@H]1CC(F)(F)CN1C1CCN(C(=O)CCn2cccn2)CC1
    -10.9, -3.1, .

3 entries drawn at random from the list so far:
Value order: hcGAS inh, mcGAS inh, NPYLR7 agonist
- Cc1noc(C)c1C(=O)NC1CCCN(c2ccccc2Cl)C1=O (stereo not given)
    -8.8, -6.4, 3.6
- O=c1c2c(nc(SCc3ccccc3)n1-c1ccc(Cl)cc1)CCS2
    -3.9, -7.1, 1.0
- CNc1nn(CC(=O)NCc2ccc(Cl)cc2)c(N)c1-c1nc(-c2ccc(Cl)cc2)no1
    -2.2, -7.0, .

Some of the entries above in a different format.
CC(C)SC(NC(=O)OCc1ccccc1)C(=O)NCc1cccc(OC(F)(F)F)c1 (stereo not given)
  hcGAS inh = -2.9; mcGAS inh = -5.6; NPYLR7 agonist = -6.2

CCN1CCN(c2nc3c(C)cccn3c(=O)c2C=C2SC(=S)N(Cc3ccco3)C2=O)CC1
  hcGAS inh = -2.3; mcGAS inh = -6.1; NPYLR7 agonist = 10.7

Further compounds
Value order: hcGAS inh, mcGAS inh, NPYLR7 agonist
- Cc1cccc(N2CCN(C(=O)Nc3ccc(CCN4CCOCC4)cc3)C(C)C2)n1 (stereo not given)
    -1.6, ., 1.0
- Cc1cc(C(=O)N2CC(C)CC(C)C2)c(C)o1 (stereo not given)
    -3.3, ., -3.2
- COc1ccc(S(=O)(=O)N2CN(Cc3cccs3)c3nc4ccccc4nc32)cc1
    -4.7, -6.5, 0.8
- COc1ccccc1NC(=O)Nc1ccc(N(C)C)c(C(=O)NCCCN2CCOCC2)c1
    -6.2, -5.9, 19.8
- Cc1cc(C)c2[nH]c(CN3CCCC(N4CCOCC4)C3)cc(=O)c2c1 (stereo not given)
    -0.9, -9.3, 1.2
- COc1ccc(CS(=O)C(C)c2nc(C(C)C)no2)cc1F (stereo not given)
    -12.9, ., 7.8
- CCN(Cc1ccccc1)C(=O)C(C)Sc1n[nH]c(C2CC2)n1 (stereo not given)
    -12.2, ., 6.0
- COc1ccc(OC)c(C(O)CNc2cc3ccccc3c(Cl)n2)c1 (stereo not given)
    -7.6, ., 7.2
- CCc1ccc(C2CC(C)CCN2CC(=O)NC2CCOCC2)o1 (stereo not given)
    5.5, ., 1.7
- CCCN(CC(=O)N(Cc1cccn1Cc1ccccc1Cl)C1CCCCC1)C(=O)CCc1ccccc1
    -3.3, -2.7, .
- COC(=O)c1ccc(C2C(C(=O)OC3CCCC3)=C(C)NC3=C2C(=O)CCC3)cc1 (stereo not given)
    -5.5, -5.4, -3.8
- Cc1ccc2oc(-c3ccc(C)c(NC(=O)c4ccc(Br)cc4)c3)nc2c1
    -5.3, -4.8, 0.7
- OCCNC(=S)Nc1ccccc1
    -3.6, -7.1, -3.3
- CC1CC(C)CN(Cc2nc3c(c(=O)n(C)c(=O)n3C)n2CC=Cc2ccccc2)C1 (stereo not given)
    -10.6, ., 21.4
- CC(C)NC(=O)N(CCN(C)C)Cc1c(-c2ccccc2)noc1N1CCCC1
    0.2, 0.1, -4.1
- COc1ccc(OC)c2sc(N(CCCN(C)C)C(=O)c3ccnn3C)nc12
    -5.1, -8.4, .
- CC(C)CN1C(=O)C(=O)N(CC(=O)c2ccc[nH]2)C1=O
    -4.3, ., 0.0
- Cc1csc(CC(N)=O)n1
    -5.1, ., 4.7
- CC1CN(C(=O)CSc2ncnc3c2nnn3C)CC(C)O1 (stereo not given)
    -5.5, ., 4.3
- O=C1CN(C(=O)CN2CCCC2c2cccs2)c2ccccc2N1 (stereo not given)
    -0.9, -5.2, 4.5

One compound at a time, from the list above. Order of screens: hcGAS inh | mcGAS inh | NPYLR7 agonist
`COc1ccc(CS(=O)C(C)c2nc(C(C)C)no2)cc1F` (stereo not given) is listed as -12.9 | . | 7.8
`COc1ccc(OC)c(C(O)CNc2cc3ccccc3c(Cl)n2)c1` (stereo not given) is listed as -7.6 | . | 7.2
`Cc1cccc(N2CCN(C(=O)Nc3ccc(CCN4CCOCC4)cc3)C(C)C2)n1` (stereo not given) is listed as -1.6 | . | 1.0
`COc1ccc(OC)c2sc(N(CCCN(C)C)C(=O)c3ccnn3C)nc12` is listed as -5.1 | -8.4 | .

Going on with the list.
Value order: hcGAS inh, mcGAS inh, NPYLR7 agonist
- CSCCSc1nc2cc(S(=O)(=O)N(C)C)ccc2o1
    -5.4, ., 4.8
- COc1ncccc1-c1cnc(-n2cnnc2)cc1C
    2.6, -4.3, -4.3
- CCOC(=O)Cc1c(C)nc2cc(-c3ccc(Br)cc3)[nH]n2c1=O
    2.4, ., -8.2
- COc1c(Br)cc(Cl)cc1S(=O)(=O)N(C)Cc1nccn1C
    -1.6, ., -2.5
- COc1ccc(-c2ccc(=O)n(CCCNC(=O)COc3ccccc3)n2)cc1
    2.8, ., -4.5
- O=C(O)c1ccc(Nc2c(Oc3ccc4c(c3)OCO4)cnn(-c3ccccc3)c2=O)cc1
    -3.5, -5.1, 8.3
- COCC1CCCN(C(=O)NCC(OC)c2ccc(F)cc2)C1 (stereo not given)
    -6.9, ., 11.7
- O=C(CCn1c(=O)sc2ccccc21)Nc1ccc(F)cc1F
    -6.9, -6.9, 9.9
- CCc1nc2ccc(C(=O)N3CCCCC3)cn2c1N(CCC(C)C)CCN(C)C
    -9.8, -2.9, -3.5
- CC(C)(C)C(=O)CN1CCC(C(=O)NC(c2ccc(F)cc2)c2ccc3ccccc3n2)CC1 (stereo not given)
    -1.8, -3.6, 1.1
- CSc1ccc(CN2CCC2(C)C(=O)NCc2cccc3ccccc23)cc1 (stereo not given)
    -8.1, ., 3.9
- CCC(CC)NC(=O)CN1CCN(c2ccccc2F)CC1
    3.1, -0.7, -4.2
- CCCCC(CC)C(=O)N(CCC#N)Cc1ccccc1 (stereo not given)
    -1.7, -3.3, -0.3
- COCCn1c(CN2CCN(Cc3ccccc3)CC2)nc2c1c(=O)n(C)c(=O)n2C
    -7.5, -9.8, 0.8
- CC(C)CN(C1CCS(=O)(=O)C1)S(=O)(=O)c1ccc(Br)cc1 (stereo not given)
    -3.0, ., -1.3
- CC(C)n1c(CN2CCOCC2)nc2c1c(=O)n(C)c(=O)n2C
    -6.0, ., -4.7
- CC(C)c1ccc2cc(C(=O)Nc3ccn(C)n3)[nH]c2c1
    -5.6, ., -3.3
- CCN(CC)C(=O)C(NC(=O)c1cccc(OC)c1)C1CCN(C(=O)NC(C)(C)C)CC1 (stereo not given)
    -3.9, -3.8, 15.3
- COc1ccc2c(c1OC)C(=O)N1c3ccccc3N=C(c3ccc(Cl)cc3)CC21 (stereo not given)
    -3.4, -6.9, -6.3
- Cc1ccc(-n2nnc3c(=O)[nH]cnc32)cc1
    -4.7, ., -5.0
- N#Cc1ccsc1NC(=O)CN1CCCC(Cc2ccc(C(F)(F)F)cc2)C1 (stereo not given)
    6.4, ., -4.5
- OC(CN(Cc1cccc(Cl)c1)CC1CC(c2ccc(F)cc2)=NO1)c1ccccc1 (stereo not given)
    -4.7, -6.6, -2.1
- CN1CCN(c2cc(NCC[C@@H]3C[C@@H]4C=C[C@H]3C4)nc(N)n2)CC1
    -6.7, -16.6, 7.7
- O=C(Nc1ccc(Oc2ccccc2)nc1)C1CCN(C(=O)c2cnsn2)CC1
    -6.6, ., -1.5
- O=C(N[C@H]1CN(Cc2nc(C3CC3)no2)C[C@@H]1C1CC1)C1CCCC1
    4.6, 0.9, .
- CC(=O)NCC1=CCCN(C(c2ccccc2)c2ccccc2)C1
    -3.9, -10.1, 1.9
- Cc1ccc(CCCC(=O)N(C(C)CS(C)(=O)=O)C2CC2)cc1 (stereo not given)
    -5.2, ., 9.9
- Cc1cc(NC(=O)c2cc3ccccc3o2)n(-c2nc(C)c(C)c(=O)[nH]2)n1
    -11.0, -7.2, 8.0
